Abeta yeast res: restores growth of yeast expressing A-beta42 peptide; yeast expressing A-beta42, growth rescue, OD600, 48 h; response scale: 0% DMSO, 100% iron-clioquinol control; Potency, µM (titrated, usually from 46.1 µM), for inactives: top-dose growth rescue, hits mostly activators; 0.063% of 410,000 active; AID 1347071; also: potency is read from the fitted curve at half-maximal effect; nearly all actives have a fitted effect of over 55% in size
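Growth rescue measured by 600 nm absorbance after 48 h yeast culture at 30 C with compound. Values normalized between DMSO and an equimolar ferric chloride plus clioquinol control.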
IL2 activator: activates IL-2 in a cell-based reporter assay | IL-2 activation reporter assay, cell-based qHTS; stimulated with anti-CD3/CD4/CD28 beads; in transgenic mouse T cells | activation, % (series mostly up to about 46 µM) | 0.065% of 360,000 active; in the data active = activation above about 50%; inconclusive = mostly about 30% to 49%; also: 0% is about no effect
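Unstimulated transgenic mouse T cells preincubated 60 min with compound, then stimulated with anti-CD3/anti-CD4-coated beads plus anti-CD28 for 18 h at 37 degrees C. IL-2 response read as EGFP and DsRed fluorescence by plate cytometry.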
WRN helicase inh: blocks human WRN helicase | Q14191 | 0.46% of 360,000 active | Potency, µM (series often up to 114 µM), for the others: at the highest dose activity change, negative = inhibition, usual class: inhibitors | WRN helicase unwinding, fluorescent forked duplex, kinetic; also: potency is read from the fitted curve at half-maximal effect; % is scaled to controls: 0 for no effect and ±100 for the full control effect; nearly all actives have a fitted effect of over 55% in size
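Enzyme (20 nM final) and test compound sit together 15 min at room temperature before substrate addition. Substrate is a single-forked duplex oligonucleotide (100 nM) labelled with fluorophore and quencher, with 2 mM ATP; helicase unwinding raises red fluorescence, read kinetically.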
PLK1 PBD block: blocks phosphopeptide binding to human PLK1 polo-box domain; Plk1 PBD binding of FITC phosphopeptide, fluorescence polarization; 2.8% of 360,000 active; Potency, µM, for inactives: max response, negative = inhibition, hits mostly inhibitors; P53350; also: potency is read from the fitted curve at half-maximal effect; series mostly up to about 57 µM; % is scaled to controls: 0 for no effect and ±100 for the full control effect; nearly all actives have a fitted effect of over 65% in size
aSyn yeast inh: inhibitors of alpha-synuclein toxicity in yeast | Yeast expressing alpha-synuclein, growth rescue, BacTiter-Glo, 24 h | Potency, µM (series often up to 46.1 µM), inactives show top-dose growth rescue (activation), hits mostly activators | 0.14% of 370,000 active; also: potency is read from the fitted curve at half-maximal effect; % of control where 0% means no effect; nearly all actives have a fitted effect of over 65% in size
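Galactose-induced alpha-syn yeast (OD600=0.02, raffinose-pregrown) + pinned cpd, 24 hr, 30 deg C; growth by BacTiter-Glo luminescence. Growth restoration scores as activation.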
FUS yeast rescue: rescues growth of FUS-expressing yeast | S. cerevisiae FUS-expressing, growth rescue, OD600, 24 h | Potency, µM (titrated, usually from 76.6 µM), without a hit: top-dose growth rescue (activation), hits mostly activators | 0.24% of 390,000 active | AID 1347120;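 also: potency is read from the fitted curve at half-maximal effect; plate controls were DMSO vehicle for no effect and reference control for full effect; nearly all actives have a fitted effect of over 55% in size; some results filed as inactive show a strong effect at the top dose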
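Galactose (2%) drives FUS expression in yeast precultured in raffinose; seeding density OD 0.005. Test compounds incubated 24hr at 30C and 99% humidity before absorbance at 600 nm was measured.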
EPAC1 antag: antagonists of human EPAC1 | O95398 | EPAC1 GEF assay, Rap1b-BODIPY-GDP exchange fluorescence | Potency, µM (doses to about 115 µM), for the others: at the highest dose activity change, negative = inhibition, most hits filed as inhibitors | 0.14% of 360,000 active | AID 720709;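 also: potency is read from the fitted curve at half-maximal effect; plate controls were vehicle for no effect and positive control for full effect; nearly all actives have a fitted effect of over 50% in size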
Target sequence (O95398 whole entry, looked up): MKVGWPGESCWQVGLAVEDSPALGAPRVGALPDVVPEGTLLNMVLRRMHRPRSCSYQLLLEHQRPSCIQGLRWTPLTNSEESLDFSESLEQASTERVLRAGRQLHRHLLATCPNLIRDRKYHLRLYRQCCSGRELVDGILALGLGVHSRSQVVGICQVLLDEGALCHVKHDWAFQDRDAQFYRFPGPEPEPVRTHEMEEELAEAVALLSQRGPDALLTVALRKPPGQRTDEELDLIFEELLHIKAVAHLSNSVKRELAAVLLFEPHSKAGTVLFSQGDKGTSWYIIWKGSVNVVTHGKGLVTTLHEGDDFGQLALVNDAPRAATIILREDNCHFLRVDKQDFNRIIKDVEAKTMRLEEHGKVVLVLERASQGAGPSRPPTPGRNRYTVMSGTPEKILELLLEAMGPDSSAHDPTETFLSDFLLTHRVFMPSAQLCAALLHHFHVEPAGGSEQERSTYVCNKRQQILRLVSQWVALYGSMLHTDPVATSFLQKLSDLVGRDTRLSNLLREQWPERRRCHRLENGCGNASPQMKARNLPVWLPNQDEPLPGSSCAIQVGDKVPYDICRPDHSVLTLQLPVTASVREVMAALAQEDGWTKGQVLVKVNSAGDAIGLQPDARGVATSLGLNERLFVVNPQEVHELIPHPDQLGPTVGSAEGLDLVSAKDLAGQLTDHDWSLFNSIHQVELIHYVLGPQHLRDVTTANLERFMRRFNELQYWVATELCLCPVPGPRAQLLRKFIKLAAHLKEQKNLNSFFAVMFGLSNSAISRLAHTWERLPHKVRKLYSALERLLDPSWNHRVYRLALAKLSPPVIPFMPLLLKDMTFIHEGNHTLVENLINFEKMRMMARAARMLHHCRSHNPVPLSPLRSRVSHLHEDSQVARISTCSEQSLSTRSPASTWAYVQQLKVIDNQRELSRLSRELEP
EPAC1 agonist: activates human EPAC1 exchange factor; O95398; EPAC1 agonist qHTS, biochemical assay; response scale: 100% = response to 6.5 mM cAMP; Potency, µM (doses to about 154 µM), inactives show at the highest dose activation, most hits filed as activators; 0.073% of 360,000 active; AID 720707; also: potency is read from the fitted curve at half-maximal effect; nearly all actives have a fitted effect of over 60% in size
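Multi-concentration qHTS readout: loss of Rap1B-bound BODIPY-GDP fluorescence driven by 100 nM EPAC1 with excess GDP (50 uM), monitored kinetically at room temperature; agonist response expressed relative to 6.5 mM cAMP.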
PI5P4K alpha inh: PI5P4K alpha (human) kinase inhibition; 1.2% of 330,000 active; PI5P4Kalpha enzyme, ADP-Glo luminescence, 60 min; active compounds read low; P48426; max response, %; active = max response of -50% or lower; inconclusive = between -30% and -50%; inactive = -30% or higher; also: value at the top dose of about 77 µM; % is scaled to controls: 0 for no effect and ±100 for the full control effect
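Quantitative HTS of the MLSMR library against PI5P4Kalpha with substrate. ATP added last at 5 microM final; room temperature, 60 minutes. Remaining ATP depleted, ADP converted and read as luminescence.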
* hit, by the source's call; ? = inconclusive; . = no result given; [ ] = remark or other dose. Unless noted, calls follow the shape of the dose curve; as a rule, active = well fitted curve in the direction sought with a large enough effect; inconclusive = small, poorly fitted or top-dose-only effect, or another doubt; inactive = no such curve, though single readings can be large; an effect the other way counts as inactive or inconclusive.

Results follow in this order: Abeta yeast res	IL2 activator	WRN helicase inh	PLK1 PBD block	aSyn yeast inh	FUS yeast rescue	EPAC1 antag	EPAC1 agonist	PI5P4K alpha inh
> CC(C)n1c(NCc2ccc(Cl)cc2)nc2ccccc21
    -7%	-0.4	-9%	-9%	0%	1%	1%	0%	0
> O=C(O)CC1(CC(=O)NCc2ccc(C(F)(F)F)cc2)CCCCC1
    14%	-0.1	6%	3%	0%	19%	7%	-10%	1
> Cc1oc(-c2ccccc2F)nc1CS(=O)(=O)CC(=O)NCCCN(C)C1CCCCC1
    36%	-0.2	3%	2%	1%	1%	3%	-2%	.
> O=C(Nc1ccnn1C1CCN(C2CCC2)CC1)c1ccccc1Cl
    4%	-2.6	1%	-12%	-9%	19%	1%	16%	-15
> COc1ccc(C(C)=O)cc1CSc1nc2ccccc2o1
    15%	-0.8	-2%	-15%	3%	-3%	7%	4%	-7
> Cc1ccc(C)c(N(CC(=O)NCCc2ccccc2)C(=O)CCC(=O)Nc2ccccn2)c1
    3%	0.3	4%	2%	-3%	14%	-20%	-9%	-6
> Cc1ccc(Oc2ncc(-c3ccc(Cl)cc3)cn2)cc1
    21%	0.0	-10%	-1%	0%	-22%	-13%	5%	3
> Clc1ccc(Oc2nnnn2-c2ccccc2)cc1
    -19%	-0.1	-15%	-4%	-3%	1%	-1%	1%	2
> CCn1c(NCc2ccc3c(c2)OCO3)nc2ccccc21
    -8%	-3.0	4%	-11%	-5%	3%	1%	0%	0
> CCOC(=O)c1cc(-c2ccc(OC)cc2)nn1-c1ccccc1C(=O)O
    -6%	-0.1	-16%	-11%	-4%	26%	-5%	-2%	-18
> Cc1nc2ccccc2c(=O)n1NC(=O)COc1ccccc1
    6%	0.0	-12%	-4%	-2%	0%	6%	-6%	.
> COc1ccc(CN(C)Cc2c(O)ccc3cc(Br)ccc23)cc1OC
    -16%	-0.6	-5%	?	4%	34%	4%	18%	6
> Cc1nn(CC(O)Cn2cnc3c2c(=O)n(C)c(=O)n3C)c(C)c1Br (configuration not stated)
    -4%	0.2	8%	-14%	4%	-3%	16%	0%	4
> NC(=O)C1CCN(c2oc(-c3cccs3)nc2S(=O)(=O)c2ccc(Cl)cc2)CC1
    0%	0.8	-26%	-5%	0%	6%	-20%	-6%	3
> O=C(CSc1n[nH]c(-c2ccccn2)n1)Nc1ccc(Cl)cc1
    -6%	-0.4	9%	2%	11%	17%	-23%	-7%	0
> CCOc1ccc(CC(=O)NC2CC(C)(C)N(C)C(C)(C)C2)cc1OCC
    -7%	-0.6	-3%	-6%	-4%	-12%	-6%	2%	1
> Cc1ccc(-c2ccc(CCC(=O)O)o2)cc1
    -67%[inhibitor]	-1.7	-13%	?	23%	23%	-6%	5%	.
> CC(=Nc1ccccc1)C1=C(O)C(Cc2ccc(O)cc2)NC1=O (configuration not stated)
    -10%	-5.1	3%	-11%	-2%	.	2%	12%	27
> COc1cc(C(F)(F)F)c(C(=O)N(C)c2ccc(Cl)cc2)cn1
    21%	-2.9	5%	4%	11%	18%	1%	-14%	2
> COC(=O)CN(C(=O)CSc1nnc(-c2cccc(OC)c2)o1)c1ccc(OC)cc1
    -10%	-0.2	-1%	-14%	1%	-4%	-6%	1%	2
> Cc1nc(N2CCN(Cc3ccc4c(c3)OCO4)CC2)[nH]c(=O)c1C
    -3%	-3.2	-5%	-1%	2%	-40%	-4%	12%	1
> CC(C)(C)c1nc2ccccc2c2nnc(SCC(=O)Nc3nc4ccccc4s3)n12
    20%	-1.5	-22%[57.1 µM]	2%	6%	19%	3%	2%	.
> CCOC(=O)Cc1csc2nc(-c3ccccc3)nn12
    8%	-2.4	6%	1%	-1%	-22%	-1%	-13%	4
> COc1ccccc1N1CCN(C(=O)CSc2nc3ccccc3c(=O)n2CC2CCCO2)CC1 (configuration not stated)
    10%	6.4	2%	-3%	1%	5%	-4%	2%	.
> O=C(O)c1ccc(Cl)c(S(=O)(=O)Nc2ccc(S(=O)(=O)N3CCCC3)cc2)c1
    9%	-0.7	1%	-12%	1%	12%	-24%	6%	0
> O=C(CN1C(=O)c2cccnc2Oc2ccc(Cl)cc21)N1CCCCCC1
    -18%	-2.2	4%	-3%	-18%	3%	-2%	-17%	-1
> O=C(O)C(CCCCN1C(=O)C2C3C=CC(C3)C2C1=O)N1C(=O)C2C3C=CC(C3)C2C1=O (configuration not stated)
    -4%	2.5	15%	-9%	-1%	22%	-2%	1%	0
> COc1ccc(/C=N/NC(N)=S)cc1
    ?	1.4	0%	-7%	15%	18%	2%	-2%	4
> [O-][N+]12CCCCC1CCCC2CO (configuration not stated)
    5%	1.1	1%	-15%	-4%	-22%	-4%	-1%	-1
> Cc1ccc(-c2nn(-c3ccccc3)cc2C(=O)NCC2CCCO2)cc1 (configuration not stated)
    6%	-4.7	5%	-4%	-2%	25%	8%	7%	6

An excerpt of these results, field by field.
COc1ccccc1N1CCN(C(=O)CSc2nc3ccccc3c(=O)n2CC2CCCO2)CC1 (configuration not stated)
  Abeta yeast res = 10% | IL2 activator = 6.4 | WRN helicase inh = 2% | PLK1 PBD block = -3% | aSyn yeast inh = 1% | FUS yeast rescue = 5% | EPAC1 antag = -4% | EPAC1 agonist = 2% | PI5P4K alpha inh = .
O=C(O)c1ccc(Cl)c(S(=O)(=O)Nc2ccc(S(=O)(=O)N3CCCC3)cc2)c1
  Abeta yeast res = 9% | IL2 activator = -0.7 | WRN helicase inh = 1% | PLK1 PBD block = -12% | aSyn yeast inh = 1% | FUS yeast rescue = 12% | EPAC1 antag = -24% | EPAC1 agonist = 6% | PI5P4K alpha inh = 0
O=C(CN1C(=O)c2cccnc2Oc2ccc(Cl)cc21)N1CCCCCC1
  Abeta yeast res = -18% | IL2 activator = -2.2 | WRN helicase inh = 4% | PLK1 PBD block = -3% | aSyn yeast inh = -18% | FUS yeast rescue = 3% | EPAC1 antag = -2% | EPAC1 agonist = -17% | PI5P4K alpha inh = -1

More records
Results follow in this order: Abeta yeast res	IL2 activator	WRN helicase inh	PLK1 PBD block	aSyn yeast inh	FUS yeast rescue	EPAC1 antag	EPAC1 agonist	PI5P4K alpha inh
> Clc1ccccc1Sc1ccc(-c2ccccn2)s1
    13%	0.2	-11%	5%	-18%	-11%	-12%	11%	21
> Nc1ccc2nc(-c3cccnc3)[nH]c2c1
    -16%	-0.4	-14%	-4%	-3%	38%	-16%	-2%	2
> Cn1c(=O)c2c(nc3sccn32)n(C)c1=O
    -2%	1.6	7%	-6%	-5%	3%	15%	4%	1
> CCCN1CCC(=NNc2ccc(C(=O)O)cc2)CC1
    -4%	-0.8	6%	-16%	1%	3%	7%	7%	1
> C=CCC(C)(NCc1ccccc1)c1ccccc1 (configuration not stated)
    6%	-2.2	216%[activator]	21µM*	-1%	23%	-2%	1%	-1
> COc1ccc(CC(=O)Oc2ccc(Br)cc2F)cc1S(=O)(=O)N1CCOCC1
    14%	-6.2	-4%	-17%	1%	19%	4%	3%	-1
> CCCC(=O)NC1C2CC3CC(C2)CC1C3 (configuration not stated)
    -10%	0.2	-9%	4%	1%	22%	-2%	8%	.
> O=C(Cn1cnc(S(=O)(=O)N2CCCCC2)c1)Nc1ccc(OC(F)(F)F)cc1
    11%	-0.8	-1%	-16%	-3%	-12%	-19%	-2%	0
> Cc1nnc(NC(=O)c2ccc(C)c(S(=O)(=O)N3CCCCCC3)c2)s1
    3%	1.4	-15%	-15%	0%	42%	9%	-1%	-1
> O=C1Cc2ccccc2C(=O)N1OCc1ccc(Cl)cc1Cl
    9%	1.0	-7%	-28%	0%	17%	-21%	14%	1
> O=C(CSc1nnc(-c2ccc3c(c2)OCO3)n1-c1ccccc1)c1ccccc1
    3%	-1.9	0%	-4%	7%	.	0%	-5%	-4
> COc1ccc(S(=O)(=O)Nc2ccccc2C(=O)Nc2nc(-c3ccc(F)cc3)cs2)cc1OC
    6%	-0.1	-34%[57.1 µM]	24µM*	2%	56%	?	18%	-9
> CC(C)c1ccc(C2/C(=C(\O)c3ccc4c(c3)OCCO4)C(=O)C(=O)N2CCN2CCOCC2)cc1 (configuration not stated)
    10%	1.7	0%	-29%	2%	-3%	-24%	8%	8
> C/C(=N\N1CCN(Cc2ccccc2)CC1)c1ccco1
    -11%	0.4	-1%	-2%	0%	-4%	5%	-16%	2
> O=C1C2C3C=CC(C2C(=O)N1c1cccc(O)c1)C1C2C(=O)N(c4cccc(O)c4)C(=O)C2C31 (configuration not stated)
    -2%	1.3	-4%	-3%	-3%	14%	-4%	-9%	-21
> Cn1cccc1C1CCCN1CC(=O)Nc1ccc(F)c(F)c1F (configuration not stated)
    5%	-0.3	2%	-11%	-3%	1%	-11%	1%	5
> COC(=O)Cc1csc(Nc2ccccc2Cl)n1
    -19%	-0.2	4%	-7%	-28%	.	0%	4%	-6
> O=C(CN1CCN(C(c2ccccc2)c2ccccc2)CC1)NC(=O)NCc1ccco1
    8%	-1.3	-6%	-9%	1%	38%	0%	0%	.
> COc1ccc(-c2nnn(CC(=O)NCCc3c[nH]c4ccccc34)n2)cc1OC
    37%	-1.6	-5%	-3%	-10%	16%	4%	1%	-2
> O=c1c2c([nH]c3ccccc13)CCC2
    7%	-2.0	5%	-8%	0%	-27%	-20%	3%	1
> Cc1ccnc(N2CCC(C(=O)Nc3nnc(C)s3)CC2)n1
    -15%	1.8	0%	-4%	2%	6%	-2%	2%	2
> CCNc1nnc(SCC(=O)c2c(N)n(C3CC3)c(=O)[nH]c2=O)s1
    -11%	0.2	2%	-7%	-1%	-7%	-11%	3%	-3
> Cc1ccc2c(c1)C(=O)N1c3cc(C)c(C)cc3NC(=O)C1C(=O)N2 (configuration not stated)
    -2%	1.9	-2%	2%	?	-13%	-23%	4%	-2
> CC(C)C(NC(=O)CCNC(=O)c1ccc([N+](=O)[O-])cc1)c1nc2ccccc2[nH]1 (configuration not stated)
    -26%	1.4	5%	-1%	-3%	1%	-7%	3%	1
